Assay outcomes deposited in PubChem BioAssay by National Center for Advancing Translational Sciences (NCATS).
aGal spleen mod – alpha-galactosidase A (human) modulation; P06280; human spleen homogenate, 4MU-alpha-Gal fluorescence, 40 min; Potency, µM (series often up to 80 µM), for inactives: at the top dose activity change, negative = inhibition, usual class: inhibitors; hit rate 0.008% among 240,000; AID 2107;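 note: potency is the fitted concentration of half-maximal effect; 0% = enzyme with vehicle and -100% = no enzyme basal signal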
Target sequence (P06280 32-429 limits assumed): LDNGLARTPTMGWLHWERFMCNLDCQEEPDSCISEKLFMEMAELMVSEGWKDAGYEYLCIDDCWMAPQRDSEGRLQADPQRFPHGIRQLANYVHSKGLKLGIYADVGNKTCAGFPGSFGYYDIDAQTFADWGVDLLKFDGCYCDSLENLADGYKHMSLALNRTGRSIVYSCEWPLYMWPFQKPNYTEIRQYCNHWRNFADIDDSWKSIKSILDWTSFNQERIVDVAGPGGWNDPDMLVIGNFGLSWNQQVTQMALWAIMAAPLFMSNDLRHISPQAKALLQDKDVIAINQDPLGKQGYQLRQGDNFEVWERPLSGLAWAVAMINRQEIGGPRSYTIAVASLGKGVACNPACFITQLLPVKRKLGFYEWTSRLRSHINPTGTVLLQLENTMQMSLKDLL
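Fluorogenic readout (Ex 365/Em 440 nm) of 4-methylumbelliferone released from 1 mM 4-MU-alpha-galactoside by spleen homogenate, 40 min at 37C, pH 5.0. Data normalized to no-enzyme and enzyme controls; Hill-equation AC50 from compound titrations.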
NPSR antag – antagonists of human neuropeptide S receptor cAMP signaling; Potency, µM (titrated, usually from 38.3 µM), for inactives: at the highest dose activity change, negative = inhibition, actives largely listed as inhibitors; CHO-NPSR cells, cAMP TR-FRET, antagonist mode; Q6W5P4; AID 1461; hit rate 1% among 220,000; note: potency is the fitted concentration of half-maximal effect; % is set by controls: 0 for no effect and ±100 for the full control effect; nearly all actives have a fitted effect of over 50% in size; many of its hits are not listed in these tables
Epigenetic derep – regulators of epigenetic silencing causing reporter derepression in mouse cells; murine LDR cells, GFP reporter derepression, 30 h; hit rate 0.2% among 280,000; AID 1865; Potency, µM (top dose mostly 53.9 µM), for inactives: at the top dose GFP activation, usual class: activators; note: potency is the fitted concentration of half-maximal effect; % of control where 0% means no effect; nearly all actives have a fitted effect of over 60% in size
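Readout is the number of GFP-expressing murine LDR cells, counted by cytometry following washing. Cells were treated with compound for 30 h at 37 C; the stably integrated CMV-GFP locus is normally silent.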
CBFb RUNX1 block – CBF-beta/RUNX1 interaction disruption. 230,000 tested, under 10 active. AlphaScreen CBFb-His/RUNX1-biotin binding, biochemical. AID 1477. Potency, µM (titrated, usually from 59.8 µM), for inactives: at the highest dose activity, negative = inhibition, actives largely listed as inhibitors. Q01196+Q13951; note: % of control where 0% means no effect
Target sequence (Q01196 whole entry, looked up): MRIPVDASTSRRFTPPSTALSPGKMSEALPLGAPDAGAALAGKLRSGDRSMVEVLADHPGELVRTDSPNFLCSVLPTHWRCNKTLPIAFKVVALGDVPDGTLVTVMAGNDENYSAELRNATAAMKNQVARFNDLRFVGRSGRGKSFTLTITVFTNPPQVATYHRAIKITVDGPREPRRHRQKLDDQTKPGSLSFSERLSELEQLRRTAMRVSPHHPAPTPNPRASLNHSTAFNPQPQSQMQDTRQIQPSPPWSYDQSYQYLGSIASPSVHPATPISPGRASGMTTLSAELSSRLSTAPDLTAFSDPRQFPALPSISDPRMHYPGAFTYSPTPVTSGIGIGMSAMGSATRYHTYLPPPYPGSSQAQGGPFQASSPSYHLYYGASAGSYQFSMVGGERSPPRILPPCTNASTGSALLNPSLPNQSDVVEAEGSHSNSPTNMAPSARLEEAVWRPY
Target sequence (Q13951 whole entry, looked up): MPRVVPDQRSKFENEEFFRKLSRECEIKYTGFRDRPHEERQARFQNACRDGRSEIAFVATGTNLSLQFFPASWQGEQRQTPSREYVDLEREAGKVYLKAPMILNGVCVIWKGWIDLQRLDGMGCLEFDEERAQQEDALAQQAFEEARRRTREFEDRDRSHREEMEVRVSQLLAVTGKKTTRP
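Compounds were screened at multiple concentrations against a preformed CBF-beta(His)/RUNX1(biotin) complex (30 nM of each) for 15 min at room temperature, followed by 90 min with nickel and streptavidin beads and AlphaScreen reading.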
IMPase Li cell – membrane-permeable IMPase blocker, potentiated with lithium; CHO-M1 cells, IP1 TR-FRET (IP-One), carbachol + lithium; Potency, µM (highest dose often 59.4 µM), for inactives: top-dose activity, negative = IMPase inhibition, hits mostly inhibitors; hit rate 0.35% among 210,000; AID 1457;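 note: IP1 builds up when IMPase is blocked and the TR-FRET signal falls; potency is the fitted concentration of half-maximal effect; plate controls were basal vehicle for no effect and high inhibitor control for full effect; nearly all actives have a fitted effect of over 50% in size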
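Lithium-sensitised IP1 accumulation assay; M1-expressing CHO cells treated 30 min at 37C with compound. Competitive antibody detection by time-resolved FRET followed a 10 min room-temperature lysis step.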
Luc counter – counter-screen: inhibitors of Kinase-Glo firefly luciferase. Q27757. Kinase-Glo luciferase, ATP luminescence, 8 min. Potency, µM (doses to about 38.3 µM), inactives show top-dose activity change, negative = inhibition, actives largely listed as inhibitors. hit rate 0.28% among 200,000; note: potency is the fitted concentration of half-maximal effect; % is set by controls: 0 for no effect and ±100 for the full control effect; nearly all actives have a fitted effect of over 60% in size
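Light output from Kinase-Glo luciferase with luciferin and 10 uM ATP in 50 mM imidazole pH 7.2, KCl, MgCl2, Tween 20, BSA; compound pin-delivered, 8-min ambient incubation, then luminescence read.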
LMNA splice mod – LMNA splicing modulation; HeLa LMNA splicing GFP/RFP minigene ratio, 48 h; Potency, µM (top dose mostly 46.1 µM), for the others: top-dose ratio change, negative = inhibition, actives largely listed as inhibitors; hit rate 0.01% among 200,000; AID 1487; active = well fitted inhibition curve with a large enough effect in the signal ratio, with a control signal flat, not every such curve was filed as active; inconclusive = small, poorly fitted or top-dose-only effect, or effect the other way, or a change in a side signal; the % refers to the signal ratio; note: potency is the fitted concentration of half-maximal effect; % is set by controls: 0 for no effect and ±100 for the full control effect
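S3 HeLa stable clones carrying a lamin A-EGFP splicing minigene plus DsRed2 were seeded at 600 cells/well in Opti-MEM with 2% FBS, pin-dosed and incubated 48 h at 37°C. Acumen cytometry (488 nm) gave the GFP/RFP total-intensity ratio.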
* = called active by the depositor; ? = inconclusive; / = no result given; & = joins results of further samples; [ ] = remark or other dose. Unless noted, calls come from the whole dose curve; as a rule, active = well fitted curve in the direction sought with a large enough effect; inconclusive = small, poorly fitted or top-dose-only effect, or another doubt; inactive = no such curve, though single readings can be large; an effect the other way counts as inactive or inconclusive.

SMILES	aGal spleen mod	NPSR antag	Epigenetic derep	CBFb RUNX1 block	IMPase Li cell	Luc counter	LMNA splice mod
Cn1cc(SCC(=O)Nc2nccs2)c2ccccc21	-8%	9%[46.1 µM]	-0.8%	-6%	11%[38.3 µM]	-2%	3%
CCOc1ccc(N/C(N)=N/c2nc(CSc3nnnn3-c3ccccc3)cc(=O)[nH]2)cc1	0%	37%	0.0%	2%	/	/	/
COc1cc(/C=N/NC(=O)c2nc3ccccn3c2C)cc(OC)c1O	-3%	-7%	0.0%	2%	22%	-2%	/
O=C1CC(c2ccccc2)=Nc2ccccc2N1Cc1ccccc1	3%	-38%	4.5%	-6%	31%[activator]	-2%	7%[46 µM]
Cc1cc(NC(=O)CN2C(=O)NC(C)(c3ccccc3)C2=O)no1 (centres undefined)	-1%	-7%[46.1 µM]	-6.7%	4%	24%[38.3 µM]	-2%	8%
COc1ccc(-c2nn(C)c(=O)c3ccccc23)cc1NS(C)(=O)=O	16%	-11%[46.1 µM]	-1.9%	-2%	/	/	-26%
CC(=O)Nc1ccc(OCC(O)Cn2cnc3ccccc32)cc1 (centres undefined)	4%	-6%[46.1 µM]	4.2%	4%	-9%[38.3 µM]	-1%	11%
CCN(CC)S(=O)(=O)c1ccc(N2CCOCC2)c(NC(=O)c2cccc(C#N)c2)c1	6%	-8%	-2.6%	1%	0%	0%	-7%[46 µM]
O=C(Cc1ccccc1)NN1C(=O)c2ccccc2C1=O	-7%	-24%	0.1%	1%	1%	0%	/
COCCN(CCOC)S(=O)(=O)c1ccc(C(=O)Nc2nnc(COC)o2)cc1	-1%	-8%	-2.4%	-24%	-16%	4%	?
Cc1ccc(NC(=O)CCn2c(=O)oc3ccccc32)c(C)c1	3%	-8%[46.1 µM]	0.0%	5%	-1%[38.3 µM]	-1%	5%
O=C(CSCc1cccc(CSCC(=O)Nc2ccccc2)n1)Nc1ccccc1	4%	7%[46.1 µM]	-1.0%	3%	19%[38.3 µM]	-5%	-4%
CC1CCN(C(=O)CSc2nnc(Cc3cc(=O)[nH]c(=O)[nH]3)n2-c2ccc(Cl)cc2)CC1	-3%	16%	0.0%	1%	0%	-2%	-4%
Cc1cc(N2CCOCC2)nc2ccc(NC(=O)CCC(=O)N3CCCC(C)C3)cc12 (centres undefined)	?	?	1.9%	-1%	6%[38.3 µM]	1%	6%
O=C(Nc1nc(-c2ccccc2)c(C(=O)c2ccccc2)s1)c1ccc(S(=O)(=O)N2CCCC2)cc1	-4%	6.3µM*	0.0%	2%	-10%	-1%	-4%
CCOc1ccc(C(C(=O)Nc2ccc(F)cc2)N(C(=O)Cn2nnc3ccccc32)C2CC2)cc1 (centres undefined)	-1%	?	0.0%	-3%	9%[38.3 µM]	-2%	8%
O=C(N/N=C/c1ccc([N+](=O)[O-])cc1)c1[nH]ncc1Br	-8%	-1%	1.4%	3%	-6%	?	?
O=C(CN(C(=O)CNS(=O)(=O)c1ccccc1)c1ccc2c(c1)OCCO2)NC1CCCCC1	-8%	0%[46.1 µM]	0.0%	-1%	-10%[38.3 µM]	-1%	-4%
O=C(Nc1ccc2c(c1)OCCO2)c1cccnc1Oc1ccccc1	1%	6%[7.67 µM]	0.0%	4%	/	/	/
O=C(c1cccs1)N1CCN(Cc2ccncc2)CC1	5%	0%[46.1 µM]	-1.3%	5%	-8%[38.3 µM]	1%	15%
CCOC(=O)Nc1cccc(OCC(=O)Nc2ccccc2OCC)c1	-1%	-7%[46.1 µM]	-0.1%	1%	44%[activator][38.3 µM]	18%	0%
COc1ccc(O)c(/C=N/c2sc(C)c(C)c2C#N)c1	-3%	-16%[46.1 µM]	0.0%	-6%	17%[38.3 µM]	-8%	-3%
CC(C)(C)c1ccc(OC(=O)Nc2ccc(O)c(C(=O)O)c2)cc1	-5%	-13%	0.0%	8%	3%	-3%[7.66 µM]	/
Cc1sc(NC(=O)CN2CCOCC2)nc1-c1ccc2c(c1)CCN2S(=O)(=O)c1ccccc1	4%	-17%[46.1 µM]	-0.1%	-20%	33%[38.3 µM]	0%	?
Cc1[nH]c2ccccc2c1C(c1ccncc1)N1CCC(C)CC1 (centres undefined)	1%	-11%	2.3%	-7%	3%	-5%	?
CCOc1ccc(OCC)c(NS(=O)(=O)c2ccc3c(c2)CCN3C(=O)C2CCC2)c1	-6%	-12%[46.1 µM]	-1.3%&0.7%	3%	25%[38.3 µM]	0%	-4%
O=C(CSC1CC(=O)N(CC(c2ccccc2)c2ccccc2)C1=O)Nc1ccc(Cl)cc1 (centres undefined)	-7%	?	-0.9%	0%	-7%[38.3 µM]	-1%	0%
Cc1ccccc1/C(N)=N/OC(=O)c1cccs1	0%	16%	1.9%	6%	0%	?	-8%
Cc1n[nH]c(C)c1S(=O)(=O)N(CC(=O)Nc1ccc2c(c1)OCCO2)c1ccc(C(C)C)cc1	-6%	?	3.8%	0%	16%[38.3 µM]	3%	-6%
Cc1cc(C)nc(N/C(=N\S(=O)(=O)Cc2ccccc2)Nc2cccc(Cl)c2C)n1	-3%	21%[46.1 µM]	0.2%	3%	?	0%	9%

canonical_smiles	aGal spleen mod	NPSR antag	Epigenetic derep	CBFb RUNX1 block	IMPase Li cell	Luc counter	LMNA splice mod
O=C(NCCc1ccccc1)c1ccc2nccnc2c1	3%	-20%	-0.1%	-5%	6%	0%	11%[46 µM]
Cc1ccc(CNC(=O)CCS(=O)(=O)c2ccc(C)cc2)cc1	-3%	7%	-1.5%	-5%	5%	-2%	1%[46 µM]
CO[C@H]1COC(=O)C/C=C\[C@H](C)[C@@H](OC)COC(=O)[C@@H](C)NC(=O)C/C=C\[C@@H]1C	3%[17.5 µM]	/	0.0%[10.1 µM]	5%[13.1 µM]	/	/	/
O=C(NCc1ccco1)C1CCCN(S(=O)(=O)c2cccc3nsnc23)C1 (centres undefined)	8%	-2%[46.1 µM]	1.8%	9%	11%[38.3 µM]	-1%	-6%
CCOC(=O)C(=O)/C(=C\N(C)C)c1onc(-c2ccccc2Cl)c1C(=O)OC	1%	-9%[46.1 µM]	-2.6%	11%	3%[38.3 µM]	3%	4%
O=C(COC(=O)C1CC(=O)N(Cc2ccco2)C1)c1ccc(OC(=O)c2ccco2)cc1 (centres undefined)	-12%	-19%[46.1 µM]	4.7%	?	-5%	-7%	-3%
O=C(COC(=O)c1ccc2c(c1)C(=O)N(c1cccc3ncccc13)C2=O)c1ccc(Cl)cc1	7%	0%	9.0%	10%	-2%	-7%	-5%
O=C(C1CCC1)N1CCc2cc(S(=O)(=O)Nc3ccc4c(c3)OCO4)ccc21	1%	-17%[46.1 µM]	-2.0%	1%	7%	-1%	?
Cn1c(=O)c2c(nc(Br)n2Cc2nnc(N)s2)n(C)c1=O	5%	13%	0.0%	10%	/	/	/
Cc1cc(NC(=O)c2ccccc2)c(Cl)cc1N	2%	8%	1.1%	15%	/	/	/
CC12C(=O)N(Cc3ccccc3)C(=O)C1C1C=CC2C1 (centres undefined)	5%	-1%[46.1 µM]	0.3%	7%	2%[38.3 µM]	1%	5%
O=C(CCN1C(=O)C2C3CC(C(Br)C3Br)C2C1=O)OCC(=O)c1ccccc1 (centres undefined)	7%	-9%[46.1 µM]	4.2%	-1%	2%	-1%	-7%

In a second layout: results already given
O=C(COC(=O)c1ccc2c(c1)C(=O)N(c1cccc3ncccc13)C2=O)c1ccc(Cl)cc1
  aGal spleen mod: 7%
  NPSR antag: 0%
  Epigenetic derep: 9.0%
  CBFb RUNX1 block: 10%
  IMPase Li cell: -2%
  Luc counter: -7%
  LMNA splice mod: -5%

Cc1ccc(CNC(=O)CCS(=O)(=O)c2ccc(C)cc2)cc1
  aGal spleen mod: -3%
  NPSR antag: 7%
  Epigenetic derep: -1.5%
  CBFb RUNX1 block: -5%
  IMPase Li cell: 5%
  Luc counter: -2%
  LMNA splice mod: 1%[46 µM]

CO[C@H]1COC(=O)C/C=C\[C@H](C)[C@@H](OC)COC(=O)[C@@H](C)NC(=O)C/C=C\[C@@H]1C
  aGal spleen mod: 3%[17.5 µM]
  NPSR antag: /
  Epigenetic derep: 0.0%[10.1 µM]
  CBFb RUNX1 block: 5%[13.1 µM]
  IMPase Li cell: /
  Luc counter: /
  LMNA splice mod: /

Next structures
canonical_smiles	aGal spleen mod	NPSR antag	Epigenetic derep	CBFb RUNX1 block	IMPase Li cell	Luc counter	LMNA splice mod
Brc1cccc(-c2nnc3sc(CNC4CCCC4)cn23)c1	-21%	-4%[46.1 µM]	-1.0%	-3%	13%[38.3 µM]	1%	3%
COC(=O)C1=C(N)Oc2cc(C)n(CC3CCCO3)c(=O)c2C1c1ccc(Cl)c(Cl)c1 (centres undefined)	7%	?	0.0%	-5%	20%[38.3 µM]	19%	?
COc1ccc(-n2c(Cc3cccn3C)nnc2SCC(=O)Nc2ccc(C)cc2)cc1	-11%	-4%	-1.0%	-14%	-3%	4%	-3%
COc1ccc(OC)c(C(=O)Cn2c3[n+](c4ccc(C(F)(F)F)cc42)CCCCC3)c1	-4%	2%	0.1%	12%	9%	4%	-27%[46 µM]
NS(=O)(=O)c1ccc(NS(=O)(=O)/C=C/c2ccccc2)cc1	3%	-11%[46.1 µM]	-0.9%	-2%	/	/	?
COc1cccc(-n2cnc3sc4c(c3c2=O)CCC4)c1	5%	24%	11%	7%	5%	0%	?
c1ccc(Oc2cc(-c3ccccc3)nc(-c3ccccc3)n2)cc1	-2%	-19%	0.0%	4%	5%	-2%	-8%
CCSc1nnc(NC(=O)Cc2ccc(OC)c(S(=O)(=O)N3CCOCC3)c2)s1	1%	-1%[46.1 µM]	0.0%	10%	0%	5%	-9%
Cc1cc(C)c(S(=O)(=O)N2CCC(C(=O)NCc3ccco3)CC2)c(C)c1	4%	-12%[46.1 µM]	-0.7%	17%	-5%[38.3 µM]	-5%	-1%
O=C(CNCc1cccs1)Nc1ccc(N2CCCCCC2)cc1	5%	?	-3.2%	?	7%	-2%	?

By substructure, the compounds so far containing fluorine
canonical_smiles	aGal spleen mod	NPSR antag	Epigenetic derep	CBFb RUNX1 block	IMPase Li cell	Luc counter	LMNA splice mod
CCOc1ccc(C(C(=O)Nc2ccc(F)cc2)N(C(=O)Cn2nnc3ccccc32)C2CC2)cc1 (centres undefined)	-1%	?	0.0%	-3%	9%[38.3 µM]	-2%	8%
COc1ccc(OC)c(C(=O)Cn2c3[n+](c4ccc(C(F)(F)F)cc42)CCCCC3)c1	-4%	2%	0.1%	12%	9%	4%	-27%[46 µM]

Not all compounds are listed (hit frequency here may not be typical).
